Compound activity (PubChem)
rTrxR1 inhibitor – inhibitors of rat thioredoxin reductase 1; O89049; recombinant rTrxR1, NADPH fluorescence consumption, selenite substrate; Potency, µM (highest dose often 114 µM), for the others: top-dose activity change, negative = inhibition, usual class: inhibitors; actives 1% (n = 390,000); AID 588453; also: potency is read from the fitted curve at half-maximal effect; % is scaled to controls: 0 for no effect and ±100 for the full control effect; nearly all actives have a fitted effect of over 65% in size
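Rat TrxR1 (90 nM in the dispensed reagent) was pre-reduced with 400 uM NADPH for 5 min at room temperature, then incubated with compound for 15 min. After 400 uM selenite was added, NADPH fluorescence (Ex 340/Em 450 nm) was followed for 8 min.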
Vif-APOBEC3G blk – inhibitors of Vif-APOBEC3G interaction. Q9HC16. HeLa A3G-eYFP + Vif (tagged APOBEC3G with the HIV-1 protein that degrades it), YFP fluorescence, overnight. Potency, µM (top dose mostly 46.1 µM), for inactives: at the highest dose activity, negative = active, hits mostly inhibitors. actives 0.076% (n = 410,000);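 also: potency is read from the fitted curve at half-maximal effect; % is scaled to controls: 0 for no effect and ±100 for the full control effect; nearly all actives have a fitted effect of over 60% in size; hits raise eYFP signal because A3G escapes Vif-driven loss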
Target sequence (Q9HC16 whole entry, looked up): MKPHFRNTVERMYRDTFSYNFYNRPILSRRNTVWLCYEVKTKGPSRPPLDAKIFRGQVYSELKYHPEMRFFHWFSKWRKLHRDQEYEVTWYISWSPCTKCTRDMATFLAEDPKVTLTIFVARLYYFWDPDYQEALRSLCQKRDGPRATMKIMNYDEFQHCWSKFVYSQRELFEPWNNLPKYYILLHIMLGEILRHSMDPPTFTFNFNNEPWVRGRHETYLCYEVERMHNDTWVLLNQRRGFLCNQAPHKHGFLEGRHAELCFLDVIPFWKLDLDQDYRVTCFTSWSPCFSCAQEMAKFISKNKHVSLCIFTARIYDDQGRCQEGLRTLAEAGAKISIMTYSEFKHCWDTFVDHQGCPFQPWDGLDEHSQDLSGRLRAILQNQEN
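HeLa cells stably expressing Vif and C-terminally eYFP-tagged A3G, seeded overnight at 37 deg C, then exposed to compound by pintool overnight at 37 deg C. Rise in yellow fluorescence (Ex 488/Em 500-530, Acumen) marks blocked Vif-driven A3G degradation.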
LDHA inh – blocks human lactate dehydrogenase A; purified LDHA, NADH/diaphorase-resazurin fluorescence; active compounds read low; activity change, % (values are at about 110 or 230 µM); actives 0.15% (n = 480,000); P00338; in the data active = activity change below about -30%; inconclusive = mostly about -25% to -30%;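 also: plate controls were DMSO wells for no effect and wells without enzyme for full effect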
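Resorufin fluorescence (ex540/em590), read at 0 and 20 min after diaphorase/resazurin addition, reports the NADH left after a 5 min room-temperature reaction of 2 nM human LDH5 with 0.06 mM NADH and 0.2 mM pyruvate.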
TrxR1 substrate – rat thioredoxin reductase 1 substrate activity; purified TrxR1 substrate turnover, NADPH consumption readout; Potency, µM (doses to about 114 µM), for inactives: top-dose activity change, negative = substrate turnover; actives 0.01% (n = 390,000); AID 588456; also: potency is read from the fitted curve at half-maximal effect; % is scaled to controls: 0 for no effect and ±100 for the full control effect; nearly all actives have a fitted effect of over 50% in size
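Rat TrxR1, dispensed at 90 nM, was prereduced with 400 uM NADPH (final) for 5 min at ~22 deg C, then incubated with compound 15 min before 400 uM selenite. A first-read NADPH fluorescence drop versus no-compound background flagged substrates.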
RGS4 inhibitor – blocks human RGS4-accelerated GTP hydrolysis; P49798; Transcreener GDP fluorescence polarization, RGS4-accelerated GTP hydrolysis; Potency, µM (titrated, usually from 114 µM), for the others: at the top dose activity change, negative = inhibition, most hits filed as inhibitors; actives 0.039% (n = 390,000); also: potency is read from the fitted curve at half-maximal effect; % is scaled to controls: 0 for no effect and ±100 for the full control effect; nearly all actives have a fitted effect of over 75% in size; some results filed as inactive show a strong effect at the top dose
Target sequence (P49798 whole entry, looked up): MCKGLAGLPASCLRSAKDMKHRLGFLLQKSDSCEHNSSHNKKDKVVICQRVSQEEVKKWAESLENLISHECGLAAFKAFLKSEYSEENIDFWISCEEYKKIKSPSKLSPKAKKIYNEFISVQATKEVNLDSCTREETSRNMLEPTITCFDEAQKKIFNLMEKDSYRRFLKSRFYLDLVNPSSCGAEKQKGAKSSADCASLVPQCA
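MLSMR compounds (23 nl, pin-transferred) preincubated 10 min at room temperature with a 500nM (2x) first reagent, then RGS4 at 900nM (2x) plus Transcreener GDP mix added; fluorescence polarization (620/688 nm) read before and after 90 min at 30 °C.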
Glioma ERSR ind – ER stress response induction in glioma; actives 0.02% (n = 420,000); U87-MG GRP78 promoter luciferase reporter, 16 h; Potency, µM, for the others: at the top dose activation, hits mostly activators; also: potency is read from the fitted curve at half-maximal effect; series mostly up to about 76 µM; % of control where 0% means no effect; nearly all actives have a fitted effect of over 35% in size
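Stably transfected U87-MG glioma cells carrying a GRP78-based luciferase sensor; 16 h compound incubation. Luminescence end-point read 10 min after Bright-Glo addition at room temperature.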
Vif-A3F inh – blocks the Vif interaction with APOBEC3F. HeLa A3F-eYFP + Vif (tagged APOBEC3F with the HIV-1 protein that degrades it), YFP fluorescence increase. Potency, µM (doses to about 46.1 µM), for inactives: top-dose activity, negative = active. actives 0.2% (n = 390,000); also: potency is read from the fitted curve at half-maximal effect; % of control where 0% means no effect; nearly all actives have a fitted effect of over 65% in size
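Fluorescence increase (Ex 488/Em 500-530) after overnight compound treatment at 37 deg C flags inhibition of Vif-driven A3F-eYFP loss in stable HeLa A3F-eYFP/Vif cells seeded overnight beforehand.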
USP1-UAF1 inh – inhibitors of human USP1/UAF1 deubiquitinase | actives 0.23% (n = 390,000) | Potency, µM (series often up to 57.1 µM), for inactives: top-dose activity change, negative = inhibition, hits mostly inhibitors | AID 743255 | recombinant USP1/UAF1, Ub-Rhodamine cleavage fluorescence; also: potency is read from the fitted curve at half-maximal effect; % is scaled to controls: 0 for no effect and ±100 for the full control effect; nearly all actives have a fitted effect of over 60% in size; inactives centre near -12
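USP1/UAF1 complex at 1 nM was preincubated with compound for 15 min at room temperature, then Ub-Rho substrate (150nM final) was added. Fluorescence (480/540 nm) was read kinetically, 6 reads every 60 seconds.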
IDH1 R132H inh – blocks human mutant IDH1 R132H enzyme; AID 602179; IDH1-R132H enzyme, NADPH consumption, diaphorase/resazurin fluorescence; actives 0.093% (n = 390,000); O75874; Potency, µM (series often up to 76.6 µM), for inactives: at the top dose activity change, negative = inhibition, most hits filed as inhibitors; also: potency is read from the fitted curve at half-maximal effect; % is scaled to controls: 0 for no effect and ±100 for the full control effect; nearly all actives have a fitted effect of over 65% in size
Target sequence (O75874 whole entry R132H, stated change not applied): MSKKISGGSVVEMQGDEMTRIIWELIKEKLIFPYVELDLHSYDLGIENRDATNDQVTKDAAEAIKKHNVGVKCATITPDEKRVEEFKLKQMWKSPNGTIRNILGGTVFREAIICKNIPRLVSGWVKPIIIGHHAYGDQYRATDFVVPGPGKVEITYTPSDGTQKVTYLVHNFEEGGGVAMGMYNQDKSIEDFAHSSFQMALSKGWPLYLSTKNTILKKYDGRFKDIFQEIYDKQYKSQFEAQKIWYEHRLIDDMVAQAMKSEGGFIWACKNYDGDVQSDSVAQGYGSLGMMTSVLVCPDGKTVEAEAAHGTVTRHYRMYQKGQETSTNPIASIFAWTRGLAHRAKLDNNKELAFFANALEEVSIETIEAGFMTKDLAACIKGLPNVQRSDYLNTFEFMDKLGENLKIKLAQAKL
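IDH1-R132H (0.5 ug/mL dispensed) in pH 7.5 Tris buffer was preincubated 30 min with compound, then given a substrate mix of 0.016 mM NADPH and 2 mM alpha-KG for 80 min at room temperature; remaining NADPH was read by diaphorase/resazurin fluorescence.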
Starred values were filed as active, the others as inactive; ? = inconclusive; · = no result given; [ ] = another dose, or the depositor's remark. Unless noted, calls follow the shape of the dose curve; as a rule, active = well fitted curve in the direction sought with a large enough effect; inconclusive = small, poorly fitted or top-dose-only effect, or another doubt; inactive = no such curve, though single readings can be large; an effect the other way counts as inactive or inconclusive. Only part of the results is shown; rates above refer to the full screens.

The line under a structure holds: rTrxR1 inhibitor, Vif-APOBEC3G blk, LDHA inh, TrxR1 substrate, RGS4 inhibitor, Glioma ERSR ind, Vif-A3F inh, USP1-UAF1 inh, IDH1 R132H inh
> O=C(NCC(=O)N(Cc1cccs1)C(C(=O)NC1CCCCC1)c1ccco1)c1ccco1 (stereo not drawn)
→ -16%, -5%, -5, -4%, ?, -8%, -4%, -9%, 2%
> COc1ccc(-n2nc(C(=O)NCC(=O)NCCc3ccc(OC)c(OC)c3)c3ccccc3c2=O)cc1
→ 7%[57.1 µM], -1%, -10, 4%[57.1 µM], -4%, -2%, 10%, -9%, 2%
> CC1=C(C#N)C(c2cccnc2)C2=C(N1)c1ccccc1C2=O (stereo not drawn)
→ 5%[57.1 µM], 2%, 2, 4%[57.1 µM], -4%, -5%, 9%, -1%, 6%
> Cc1cc(C(=O)C(=O)N(C)C)c(C)n1-c1ccc([N+](=O)[O-])cc1
→ 1%, 0%, 5, -3%, -26%, -2%, -6%, -8%, 7%
> CC(C)(C)OC(=O)NCCCCCNC(=O)c1ncn(Cc2ccccc2)c1C(=O)NCCCCCNC(=O)OC(C)(C)C
→ 17%[57.1 µM], -5%, 4, -1%[57.1 µM], 19%, -4%, 0%, -19%, 14%
> CCCN1C(=O)c2ccc(C(=O)Nc3nccs3)cc2C1=O
→ 10%, 0%, -5, 4%, -20%, 1%, -8%, -10%, 5%
> O=C(/C=C/c1cccc(F)c1)NC1CCN(Cc2ccccc2)CC1
→ 14%, 0%, -6, -3%, -3%, 0%, 8%, 6%, 5%
> CC1CN(c2ccc(NC(=S)Nc3ccc(N4CC(C)OC(C)C4)cc3)cc2)CC(C)O1 (stereo not drawn)
→ -18%, 0%, 2, -11%, -13%, -2%, -8%, -11%, -3%
> CN(Cc1cccc(Cl)c1Cl)C(=O)c1cc(S(=O)(=O)N2CCOCC2)ccc1F
→ 16%, 1%, -5, 0%, 7%, -4%, -1%, 1%, -5%
> CC1=NN(c2ccc(C)c(C)c2)C(=O)C1C(c1cccc(O)c1)C1C(=O)N(c2ccc(C)c(C)c2)N=C1C (stereo not drawn)
→ -38%, -15%, 11, -13%[57.1 µM], ?, -3%, 1%, ?, 2%
> CCCCn1c(N)c(N(CCOC)C(=O)c2cc(S(=O)(=O)N3CCOCC3)ccc2F)c(=O)[nH]c1=O
→ -10%, 0%, 3, -4%, -31%, 0%, 3%, -11%, 4%
> Cc1cccc(N2CCN(C(=O)C3CCN(C(=O)c4cc5sccc5n4C)CC3)CC2)c1C
→ 14%, 4%, -2, 0%, -3%, -3%, 5%, -20%, -5%
> Cc1nnc(NC(=O)c2ccc(S(=O)(=O)N(C)Cc3ccccc3)cc2)o1
→ 11%, 5%, -5, -6%, -9%, -6%, -4%, 3%, -1%
> CCOC(=O)Cn1c(=O)oc2cc(S(=O)(=O)N3CCN(c4ccc(Cl)cc4)CC3)ccc21
→ 19%, 2%, 0, 3%, -7%, -3%, -12%, -4%, 11%
> CN(C(=O)CSc1nc2ccc(NC(=O)c3ccc(F)cc3)cc2s1)c1ccccc1
→ 34%, 1%, -6, 14%, 1%, -3%, -1%, -13%, 3%
> O=C(O)CCC(=O)N(Cc1cccs1)Cc1cccs1
→ -26%, 4%, 0, -9%, -2%, -1%, 4%, -20%, 1%
> CCCCCCCCCCOC(=O)Cn1c(COc2ccc(Cl)cc2)[n+](C)c2ccccc21
→ 4%[57.1 µM], -1%, 4, 11%[57.1 µM], ?, -13%, 4%, ?, -11%
> Cc1nn(-c2ccc(F)cc2)c(Cl)c1/C=N/NC(=O)c1cccc(S(=O)(=O)N2CCCC2)c1
→ -8%, 0%, -5, -2%, -23%, -2%, -6%, -15%, 5%
> O=C(COC(=O)c1ccc(F)cc1F)Nc1ccc(S(=O)(=O)N2CCOCC2)cc1
→ ·, 0%, 0, ·, ·, -5%, -6%, -29%, 7%
> Cc1cccc(OCc2nnc(SCC(=O)N3CC(=O)Nc4ccccc43)o2)c1
→ 12%, 0%, 0, -1%, -15%, -1%, -2%, -7%, -6%
> CC1NC(=O)c2cccnc2-n2c1nc1cc(F)ccc1c2=O (stereo not drawn)
→ ·, 1%, -5, ·, ·, -3%, 2%, -25%, -3%
> COc1ccc(Cl)cc1-n1c(=S)sc2c(=O)n(-c3ccc(F)cc3)c(SCC(=O)O)nc21
→ -2%[57.1 µM], 0%, -3, 2%[57.1 µM], -35%, -7%, 9%, -22%, ?
> CCN(Cc1nc2ccccc2c(=O)[nH]1)C(=O)c1cc2c(s1)CCCCC2
→ 10%, -4%, -7, 1%, 4%, -3%, 0%, -18%, 2%
> O=C(O)c1ccc(N/N=C2/CCCc3ccccc32)cc1
→ -13%, -13%, 3, -16%, -2%, 1%, 1%, -11%, -4%
> COC(=O)c1cc(NC(=O)c2nccnc2C(=O)O)cc(C(=O)OC)c1
→ 1%, 2%, -1, -5%, 10%, -4%, -1%, -16%, -4%
> CC(C)C(=O)Nc1ccc2nc(SCC(=O)N3CCOCC3)sc2c1
→ 5%, -1%, 2, -1%, -5%, -3%, 4%, -5%, 8%
> O=C(COC(=O)/C=C/c1ccccc1)NNC(=O)c1ccccc1F
→ 9%, -4%, -1, 5%, -13%, 0%, -8%, -17%, 2%
> O=C(O)c1cc(N2C(=O)C3CC=CCC3C2=O)ccc1NCc1cccnc1 (stereo not drawn)
→ -21%, -8%, -13, 14%, 18%, -5%, ·, -9%, 2%
> O=C1c2ccccc2NC(c2cccs2)N1NS(=O)(=O)c1ccccc1 (stereo not drawn)
→ 6%[57.1 µM], 1%, -11, 12%[57.1 µM], 18%, 1%, 0%, -16%, -6%
> COc1ccc(CCNC(=O)COC(=O)/C=C/c2ccc3c(c2)OCO3)cc1OC
→ -14%, 0%, -7, -6%, -27%, 6%, 1%, -6%, 0%

Single records, as listed above. Values in the order: rTrxR1 inhibitor, Vif-APOBEC3G blk, LDHA inh, TrxR1 substrate, RGS4 inhibitor, Glioma ERSR ind, Vif-A3F inh, USP1-UAF1 inh, IDH1 R132H inh
Profile of O=C(NCC(=O)N(Cc1cccs1)C(C(=O)NC1CCCCC1)c1ccco1)c1ccco1 (stereo not drawn) : -16%, -5%, -5, -4%, ?, -8%, -4%, -9%, 2%
Profile of CCCCCCCCCCOC(=O)Cn1c(COc2ccc(Cl)cc2)[n+](C)c2ccccc21 : 4%[57.1 µM], -1%, 4, 11%[57.1 µM], ?, -13%, 4%, ?, -11%
Profile of O=C(COC(=O)c1ccc(F)cc1F)Nc1ccc(S(=O)(=O)N2CCOCC2)cc1 : ·, 0%, 0, ·, ·, -5%, -6%, -29%, 7%

Reprinted at random: four records from the list
The line under a structure holds: rTrxR1 inhibitor, Vif-APOBEC3G blk, LDHA inh, TrxR1 substrate, RGS4 inhibitor, Glioma ERSR ind, Vif-A3F inh, USP1-UAF1 inh, IDH1 R132H inh
> CCOC(=O)Cn1c(=O)oc2cc(S(=O)(=O)N3CCN(c4ccc(Cl)cc4)CC3)ccc21
→ 19%, 2%, 0, 3%, -7%, -3%, -12%, -4%, 11%
> COC(=O)c1cc(NC(=O)c2nccnc2C(=O)O)cc(C(=O)OC)c1
→ 1%, 2%, -1, -5%, 10%, -4%, -1%, -16%, -4%
> O=C(COC(=O)/C=C/c1ccccc1)NNC(=O)c1ccccc1F
→ 9%, -4%, -1, 5%, -13%, 0%, -8%, -17%, 2%
> COc1ccc(Cl)cc1-n1c(=S)sc2c(=O)n(-c3ccc(F)cc3)c(SCC(=O)O)nc21
→ -2%[57.1 µM], 0%, -3, 2%[57.1 µM], -35%, -7%, 9%, -22%, ?

(continued)
The line under a structure holds: rTrxR1 inhibitor, Vif-APOBEC3G blk, LDHA inh, TrxR1 substrate, RGS4 inhibitor, Glioma ERSR ind, Vif-A3F inh, USP1-UAF1 inh, IDH1 R132H inh
> Cc1ccc(N2CC(c3nnc(NC(=O)c4ccco4)s3)CC2=O)cc1Cl (stereo not drawn)
→ 33%, 6%, 0, 4%, -6%, -4%, 4%, -14%, 11%
> CCc1ccc(C(=O)CSc2nc(-c3ccccc3)nc3c2CCCC3)cc1
→ -17%, 0%, -3, 0%, -35%, -4%, 3%, -24%, 16%
> CCn1c(-c2ccccc2Cl)nn(CC(=O)Nc2cc(Cl)ccc2Cl)c1=S
→ 10%, 6%, -2, 7%, 7%, -7%, -4%, -5%, 4%
> CCC(Sc1nncn2c1cc1sccc12)C(=O)Nc1cccc(OC)c1 (stereo not drawn)
→ 23%, -8%, -2, 1%, -22%, -5%, 4%, -5%, -5%
> O=C(CSc1nnc(CNC(=O)c2c(F)cccc2F)o1)Nc1ccc2c(c1)OCO2
→ -8%, -1%, 3, -10%, 34%, -3%, -6%, 0%, -1%
> Oc1cc(Nc2cccnc2)cc2cccnc12
→ 17%[57.1 µM], ?, 14, 7%[57.1 µM], 5%, 0%, -1%, ·, ·
